PGC1a acetyl inh – inhibitors of PGC1a acetylation signal, primary screen, cell-based, U2OS, AlphaScreen, inhibitor mode; AID 651687, 2012; AlphaScreen anti-acetyl-lysine; with virally co-expressed GCN5 acetyltransferase; inhibition, % at 15.6 µM; actives 0.17% (n = 350,000);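 active = every replicate shows inhibition of at least 40%; inconclusive = mean inhibition at least 40% but some replicate below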;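 also: 0% = neutral control wells and 100% = positive control wells; some results beyond the cut were filed as inactive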
miR122 inh – miR-122 Renilla sensor signal increase in Huh7, primary screen, miR-122 inhibitor project, cell-based, single point, plate reader | actives 0.3% (n = 340,000) | AID 602342, 2012 | activation (reporter increase), % at 12.5 µM | Huh7 miR-122 Renilla luciferase sensor, 48 h; neutral wells = 0, positive control = 100;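 active = mean replicate activation score at least 90 and every replicate individually at or above 90; inconclusive = only one of the two criteria met; inactive = neither criterion met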;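 also: higher luciferase means less miR-122 activity so hits act as miR-122 inhibitors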
ERAP1 HTS inh – human ERAP1 aminopeptidase inhibitors, primary screen, biochemical, single point, plate reader. Endoplasmic reticulum aminopeptidase 1 (Homo sapiens), Q9NZ08. recombinant ERAP1, Leu-AMC fluorescence, 60 min. inhibition, % at 10.7 µM. actives 0.15% (n = 340,000);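 active = mean replicate inhibition of at least 30%, or all replicates individually reaching that 30% level; inactive = mean below 30% and not every replicate reaching it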;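 also: 0% = neutral control wells and 100% = L-leucinethiol positive control wells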
Target sequence (Q9NZ08 whole entry, looked up): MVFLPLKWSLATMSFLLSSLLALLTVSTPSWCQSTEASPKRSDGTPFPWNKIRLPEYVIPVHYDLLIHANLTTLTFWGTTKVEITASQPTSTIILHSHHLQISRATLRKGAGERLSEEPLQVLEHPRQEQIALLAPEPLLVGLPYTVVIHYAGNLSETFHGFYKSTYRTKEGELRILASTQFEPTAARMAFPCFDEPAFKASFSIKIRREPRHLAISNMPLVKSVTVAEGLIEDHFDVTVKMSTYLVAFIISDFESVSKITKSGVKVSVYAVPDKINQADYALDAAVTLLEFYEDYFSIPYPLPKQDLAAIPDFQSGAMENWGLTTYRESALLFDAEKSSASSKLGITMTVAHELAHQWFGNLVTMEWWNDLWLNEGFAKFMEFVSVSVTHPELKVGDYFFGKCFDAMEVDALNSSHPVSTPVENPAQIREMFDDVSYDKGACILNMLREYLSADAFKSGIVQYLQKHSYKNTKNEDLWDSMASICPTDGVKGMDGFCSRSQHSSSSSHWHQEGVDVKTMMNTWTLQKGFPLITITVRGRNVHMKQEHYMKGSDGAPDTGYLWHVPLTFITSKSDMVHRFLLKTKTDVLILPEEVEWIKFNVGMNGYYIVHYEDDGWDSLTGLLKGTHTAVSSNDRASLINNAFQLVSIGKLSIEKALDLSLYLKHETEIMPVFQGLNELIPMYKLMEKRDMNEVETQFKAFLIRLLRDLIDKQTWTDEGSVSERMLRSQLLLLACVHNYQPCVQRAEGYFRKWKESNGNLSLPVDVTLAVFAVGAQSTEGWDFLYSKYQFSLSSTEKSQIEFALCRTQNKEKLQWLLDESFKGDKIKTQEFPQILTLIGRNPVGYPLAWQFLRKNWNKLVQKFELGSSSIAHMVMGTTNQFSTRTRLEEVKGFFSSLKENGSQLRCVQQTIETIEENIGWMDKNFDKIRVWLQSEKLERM
Cneo AK release – Cryptococcus neoformans cell lysis inducers, primary screen, AK release luminescence, single concentration. C. neoformans lysis, adenylate kinase release luminescence, 4 h; normalised: neutral wells 0, clomiphene wells 100. lysis activity, % at 15 µM. actives 0.2% (n = 360,000);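 active = mean lysis activity across replicates of at least 80%, whatever share of replicates individually reach that level; inactive = mean lysis activity below 80%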
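read-out = cell lysis signal | test system = log-phase Cryptococcus neoformans yeast cells | input = cells at 5 × 10^6 per mL | medium = fresh YPD growth medium | signal = luminescent adenylate kinase detection reagent | timing = 4 h at 37 °C static, read 1 h later | dosing = single dose | controls = Clomiphene as positive lysis control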
RAD54 inh – inhibitors of human RAD54 branch migration, primary screen, biochemical, fluorescence, single point; DNA repair and recombination protein RAD54-like (Homo sapiens), Q92698; actives 0.14% (n = 360,000); inhibition, % at 10.4 µM; RAD54 Holliday junction branch migration, FAM/BHQ fluorescence;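 active = mean normalized replicate activity at least 40 and at least half of replicates scoring 40 or more; inconclusive = only one of the two criteria met; inactive = mean below 40 and under half of replicates reaching 40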;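 also: 0% = median of neutral control wells and 100% = median of positive control wells; inhibitors cause a drop in the FAM fluorescence signal; in these data hits start at about 50%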
E-sel inducer – E-selectin induction in HUVECs, primary screen, imaging, HUVEC, immunofluorescence imaging, single point; activation, % at 7.58 µM; P16581; actives 0.37% (n = 260,000); normalized: neutral wells 0, TNF-alpha wells 100;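 active = mean E-selectin-positive cell signal at least 10% of the positive control, reached in at least 60% of replicates, without over 20% cell loss; inconclusive = no rule given, readout overlaps actives, possibly toxicity-flagged; inactive = the rest, including those meeting only one limit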;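 also: in these data hits start at about 27%; measured in HUVEC primary endothelial cells; signal is the percent of cells scored E-selectin positive by PE staining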
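Read-out: % PE-positive cells | Test system: HUVEC | Doses: One compound dose added by pin transfer | Buffer or medium: EGM-2 over gelatin coat | Signal: Immunofluorescence imaging | Benchmarks: TNF-alpha, DMSO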
RAD52 anneal inh – RAD52 DNA annealing inhibitors, primary screen, biochemical, FRET, single point, set 2; actives 0.46% (n = 360,000); recombinant RAD52 DNA annealing, FRET fluorescence; AID 651710, 2012; DNA repair protein RAD52 homolog (Homo sapiens), P43351; inhibition, % at 18.7 µM;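 active = every replicate showing at least 50% inhibition; inconclusive = mean inhibition at least 50% but not in every replicate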
PglD DTNB – C. jejuni PglD acetyltransferase inhibitors, primary screen, biochemical, DTNB colorimetric, single point. actives 0.098% (n = 360,000). AID 602405, 2012. UDP-N-acetylbacillosamine N-acetyltransferase PglD (Campylobacter jejuni). purified PglD enzyme, DTNB colorimetric CoA detection. inhibition, % at 12.5 µM; in the data active = inhibition above about 16%, passing the limit was not always enough; inconclusive = no clear call, values can overlap the other calls; also: strong numbers were not always called active
The depositor's hits bear a star; ? = inconclusive; . = not tested or not shown; & = joins results of further samples; [ ] = dose if it differs, or a comment. No enrichment for hits; overall some 1.4% were active at least once.

canonical_smiles | PGC1a acetyl inh | miR122 inh | ERAP1 HTS inh | Cneo AK release | RAD54 inh | E-sel inducer | RAD52 anneal inh | PglD DTNB
C=CCOc1ccc(/C=C/C(=O)OCC(=O)N2CCN(C(C)=O)CC2)cc1 | 0 | 12 | 1 | . | . | . | -3 | .
COc1cccc(CN(C)C(=O)c2cc(S(=O)(=O)N3CCN(c4ccccc4)CC3)ccc2Cl)c1 | . | . | -1 | -4 | 3 | -1.0 | -3 | -3
Cc1ccc(S(=O)(=O)Nc2cccc(C(=O)NCCCN3CCCC3=O)c2)cc1F | -4 | . | -2 | 1 | -10 | . | 1 | -2
CSc1ncccc1C(=O)N1CCN(S(=O)(=O)c2ccc(C)cc2)CC1 | . | . | -2 | 1 | 11 | 0.0 | -7 | -4
CC(=O)c1c(N(C)C)ccnc1C(F)(F)F | . | -7 | . | -5 | 2 | . | . | -2
N#Cc1cccc(OC(=O)C2CCN(C(=O)c3ccc(F)cc3)CC2)c1 | 6 | -4 | 3 | 7 | -1 | 0.2 | -12 | -5
N#Cc1c(NC(=O)Cn2cnc3ccccc3c2=O)oc(-c2ccccc2)c1-c1ccccc1 | -13 | 4 | . | 4 | 8 | . | . | -2
C[C@H]1CN([C@@H](C)CO)C(=O)Cc2cc(NC(=O)Nc3ccccc3)ccc2O[C@@H]1CN(C)Cc1ccc(Cl)c(Cl)c1 | 5 | -13[16.7 µM] | 6 | 1 | -2 | 0.2 | 11 | 0
CCOc1ccc(/C(O)=C2/C(=O)C(=O)N(CCOCCO)C2c2ccc(F)cc2)cc1 (stereo not given) | 4 | -6 | . | -2 | -2 | . | . | -2
C[C@@H]1CN([C@H](C)CO)C(=O)Cc2cc(NC(=O)CCCCCC(=O)Nc3ccccc3N)ccc2O[C@@H]1CN(C)CC1CC1 | -1 | -8[16.7 µM] | -5 | -3 | -3 | 0.0 | 22 | 9
Cc1ccc(NC(=O)CNCCCN2CCOCC2)cc1S(=O)(=O)N1CCCCC1 | 2 | 2 | -4 | 3 | -3 | . | -12 | 0
CCCn1nc(C(=O)NNC(=O)c2ccc(OC(F)F)cc2)c2ccccc2c1=O | -4 | -4 | 1 | -2 | 4 | . | 5 | 3
COc1ccc(NC(=O)N[C@@H]2CC[C@H](CCNC(=O)CN3CCOCC3)O[C@H]2CO)cc1 | 0 | . | 2 | -2 | 3 | 0.1 | -12 | -3
C[C@H](CO)N1C[C@H](C)[C@@H](CN(C)Cc2ccccn2)Oc2cc(C#C[C@@H](C)O)ccc2S1(=O)=O | -12 | 1[16.7 µM] | 0 | 0 | -5 | 0.2 | -10 | 0
O=C(CN1C(=O)CCC1=O)NNc1ccc2ccccc2c1 | 11 | 14 | 5 | -2 | -8 | 6.8 | -2 | -1
O=C(Nc1c(F)cccc1F)C(c1ccccc1)c1ccccc1 | 9 | 5 | -3 | -9 | -25 | 0.1 | -9 | -5
CC(C)N1CCC(=NNC(=O)c2ccc(Br)o2)CC1 | 1 | -1 | . | 1 | -3 | . | . | 3
CCCC(=O)Nc1ccc(C(=O)n2ccc(C)n2)cc1 | -3 | -2 | 2 | -1 | -3 | . | -5 | 3
N#Cc1cccc(CN2CCC(=O)N([C@H](CO)Cc3ccccc3)CC2)c1 | 1 | -1 | -1 | -1 | 3 | 1.1 | -11 | -3
Cc1noc(C)c1S(=O)(=O)Nc1ccc2c(c1)C(=O)N([C@@H](C)CO)C[C@H](C)[C@H](CN(C)Cc1ccncc1)O2 | 5 | -4[16.7 µM] | -1 | -3 | 3 | 0.7 | 0 | 3

Next part; it opens with the 2 that closed the last part.
canonical_smiles | PGC1a acetyl inh | miR122 inh | ERAP1 HTS inh | Cneo AK release | RAD54 inh | E-sel inducer | RAD52 anneal inh | PglD DTNB
N#Cc1cccc(CN2CCC(=O)N([C@H](CO)Cc3ccccc3)CC2)c1 | 1 | -1 | -1 | -1 | 3 | 1.1 | -11 | -3
Cc1noc(C)c1S(=O)(=O)Nc1ccc2c(c1)C(=O)N([C@@H](C)CO)C[C@H](C)[C@H](CN(C)Cc1ccncc1)O2 | 5 | -4[16.7 µM] | -1 | -3 | 3 | 0.7 | 0 | 3
C[C@H]1CN=C(N(C)C)N1CCC1CCCCC1 | . | -2 | -5 | 2 | -9 | 22 | -19 | -5
CN(C)/C=C1\N=C(c2ccc3c(c2)OCO3)OC1=O | -2 | -9 | . | 10 | -26 | . | . | -4
O=c1[nH][nH]c(C(F)(F)F)c1C=Nc1ccc(Cl)cc1 | -3 | -3 | . | -3 | -5 | . | . | 3
COc1ccc(C(=O)C2CCCN(C(=O)c3ccnn3C)C2)c(C)c1 (stereo not given) | -6 | -2 | 1 | 1 | -7 | . | -7 | 2
C[C@H]1C=C(C(=O)N2CCN(Cc3ccc4c(c3)OCO4)CC2)O[C@@H](OCc2ccc(CO)cc2)C1 | -2 | . | -2&1 | -4&3 | 5&6 | -0.1 | 6&-22 | 4&3
Cc1cc(-c2ccccc2)nc(N/N=C/c2ccccc2)n1 | . | -1 | -1 | -1 | 5 | 0.5 | -20 | .
O=NN(Cc1cccnc1)Cc1cccnc1 | -1 | -2 | -1 | -2 | 6 | -0.1 | -25 | 1
Cc1noc(C)c1S(=O)(=O)Nc1ccc2c(c1)C(=O)N([C@H](C)CO)C[C@@H](C)[C@H](CN(C)S(=O)(=O)c1ccccc1)OCCCC[C@@H](C)O2 | -34 | -10[16.7 µM] | 1 | -3 | -1 | 0.0 | -28 | -1
O=C1NC(=O)C(=CC=Cc2ccccc2)S1 | -6 | -2 | 1 | -5 | -7 | -0.2 | -6 | -5
O=C(C[C@@H]1C[C@H]2c3cc(NC(=O)NC4CCCC4)ccc3O[C@H]2[C@H](CO)O1)NCc1ccc(-c2ccccc2)cc1 | -14 | 7[16.7 µM] | -1 | -56 | -1 | -0.6 | 5 | 1
C[C@H]1CCCCO[C@@H](CN(C)C(=O)CCCN(C)C)[C@@H](C)CN([C@@H](C)CO)C(=O)c2cc(NS(=O)(=O)c3ccc(F)cc3)ccc2O1 | 1 | 1[16.7 µM] | 2 | -2 | 3 | -0.3 | 14 | -3
C[C@@H]1CN([C@@H](C)CO)C(=O)c2cc(NS(=O)(=O)c3cccs3)ccc2O[C@H]1CN(C)S(=O)(=O)c1ccccc1 | -4 | 7[16.7 µM] | 3 | 3 | -14 | -0.1 | -40 | -3
CC1CCc2c(sc3ncnc(SCC(=O)Nc4ccc(C(=O)O)cc4)c23)C1 (stereo not given) | . | -1 | -8 | 2 | -6 | 0.3 | -5 | -3
COc1ccccc1N1CCN(C(=O)CCC(=O)Nc2nnc(C(C)C)s2)CC1 | -6 | -8 | -4 | -3 | -10 | 2.0 | -2 | 2
CCN(CC)c1ccc(NC(=O)CCS(=O)(=O)c2ccc(Br)cc2)c(C)c1 | -4 | -3 | 1 | 4 | 2 | -0.1 | 3 | -5
C=CCN(CC=C)Cc1cc(=O)oc2ccccc12 | -6 | 3 | 7 | 2 | 11 | 0.0 | -5 | -3
C=CCn1c2ccccc2c2nnc(SCC(=O)NC(C(=O)OC)C(C)C)nc21 (stereo not given) | . | 1 | . | -2 | 3 | . | . | -5
CC12CCC(O)CC1=CCC1C2CCC2(C)C(c3ccn[nH]3)CCC12 (stereo not given) | 7 | . | -6 | 1 | -13 | -0.1 | -3 | 0
Cc1ccc(S(=O)(=O)NCCN2CCN(S(=O)(=O)c3ccccc3Cl)CC2)cc1 | 3 | . | 3 | 0 | 2 | 0.9 | -35 | -1
O=C1NC(Nc2nc3ccccc3s2)(C(F)(F)F)C(=O)N1C1CCCCC1 (stereo not given) | -2 | -1 | -2 | -1 | -1 | . | -9 | -1
O=C(COc1ccccc1)N=C1SC2CS(=O)(=O)CC2N1c1ccccc1F (stereo not given) | -4 | -2 | -1 | 2 | -2 | 2.2 | 3 | -2
Cc1ccc(CNC(=O)c2ccc(Cn3nc(C)c(Cl)c3C)o2)cc1 | 0 | -4 | . | 0 | -10 | . | . | 0
COc1ccccc1CN1CCCCCC1 | . | . | -3 | -1 | 1 | . | -11 | .
COc1ccc(S(=O)(=O)Nc2ccc3c(c2)C(=O)N([C@H](C)CO)C[C@H](C)[C@H](CN(C)C(=O)Nc2cccc4ccccc24)OCCCC[C@H](C)O3)cc1 | -1 | 4[16.7 µM] | . | -1 | 0 | 0.0 | . | 0
C[C@H](CO)N1C[C@H](C)[C@@H](CN(C)Cc2ccc(C(=O)O)cc2)OCCCC[C@H](C)Oc2ccc(NC(=O)NC3CCCCC3)cc2C1=O | 7 | 11[16.7 µM] | -3 | 7 | 4 | -0.1 | 9 | -2
COc1ccc2c(c1)CC/C(=C/c1cc(OC)c(OC)c(OC)c1)C2=O | ? | 3 | 0 | . | . | 2.7 | -6 | .
O=C(Nc1ccc(Oc2ccc(Br)cc2)cc1)C1=CC=CN2CCS(=O)(=O)N=C12 | 3 | -3 | -1 | 0 | -11 | . | -9 | 0
CSCC[C@H](N)C(=O)NC[C@H]1CC[C@H](C(=O)N[C@@H](Cc2ccccc2)C(=O)O)CC1 | -4 | -2 | 0 | 2 | -2 | 0.0 | 0 | -6
Cc1ccccc1S(=O)(=O)N1CC(=O)N2[C@H](CO)[C@H](c3ccc(C#CCC4CCCC4)cc3)[C@H]2C1 | -13 | . | 3 | . | . | -0.6 | -23 | .
Cc1cc(C)nc(Nc2ccc(Cl)cc2C)n1 | . | 5 | 0 | -1 | -14 | . | -12 | -5
C[C@H](CO)N1C[C@H](C)[C@H](CN(C)S(=O)(=O)c2ccc(F)cc2)Oc2ncc(C#CC(C)(C)O)cc2C1=O | -4 | 2[16.7 µM] | 0 | 7 | -3 | 0.2 | 0 | 1
COc1ccccc1C1NC(=O)NC(C)=C1C(=O)OCc1ccccc1 (stereo not given) | . | . | -2 | 0 | -7 | 0.8 | -14 | 4
COc1ccc2cc(C(=O)N3CCCC(Nc4ccc(F)cc4)C3)n(C)c2c1 (stereo not given) | . | 2 | -1 | 3 | 11 | -1.3 | -5 | 2
CS(=O)(=O)Nc1cccc(C2=NN(C(=O)c3ccccc3)C(c3cccs3)C2)c1 (stereo not given) | 1 | -4 | 0 | 0 | 2 | 0.0 | -8 | 2
O=C(CSc1nc(=O)n2ccccc2n1)N1N=C(c2cccs2)CC1c1ccc(F)cc1 (stereo not given) | 1 | 3 | 0 | -3 | 4 | 3.3 | -20 | 3
COc1ccccc1CNCc1cc(OC)c(OC)cc1OC | -3 | 7 | -2 | 1 | 9 | . | -18 | 1
CCCC[C@@H]1CN=C(N)N1CCc1cccc(F)c1 | 3 | -6 | . | 0 | 2 | 0.2 | . | 2

Screening results from PubChem.
